From PubChem BioAssay
STK33 inh: inhibitors of human STK33 kinase | hit rate 0.073% among 320,000 | inhibition, % at 10 µM | purified STK33, MBP phosphorylation, ADP-Glo luminescence;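 active = inhibition at or above 25%, using the most active replicate where run in duplicate; inactive = inhibition below 25%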
Target sequence (Q9BYT3 whole entry, looked up): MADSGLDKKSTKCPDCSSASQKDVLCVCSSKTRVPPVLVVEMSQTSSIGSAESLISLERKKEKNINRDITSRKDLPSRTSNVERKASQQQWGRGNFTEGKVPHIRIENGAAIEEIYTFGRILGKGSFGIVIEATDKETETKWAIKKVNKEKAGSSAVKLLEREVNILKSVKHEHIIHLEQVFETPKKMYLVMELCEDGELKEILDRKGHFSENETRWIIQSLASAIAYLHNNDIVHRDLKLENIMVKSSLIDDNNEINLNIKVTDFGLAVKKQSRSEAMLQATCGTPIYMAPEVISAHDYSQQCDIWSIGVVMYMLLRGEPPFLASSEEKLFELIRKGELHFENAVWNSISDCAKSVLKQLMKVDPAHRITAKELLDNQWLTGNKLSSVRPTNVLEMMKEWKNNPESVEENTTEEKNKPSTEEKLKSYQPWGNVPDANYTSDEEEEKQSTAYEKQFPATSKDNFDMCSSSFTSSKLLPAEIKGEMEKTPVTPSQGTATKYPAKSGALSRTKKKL
OX1R antag: antagonists of human orexin 1 receptor (OX1R) | O43613 | OX1R-expressing cells, FRET antagonist read-out | inhibition, % at 6.6 µM | hit rate 1.8% among 330,000 | AID 485270; in the data active = inhibition mostly above about 38%, no sharp cut-off; inactive = mostly below about 40%;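 note: 0% = agonist challenge alone and 100% = reference antagonist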
Target sequence (O43613 whole entry, looked up): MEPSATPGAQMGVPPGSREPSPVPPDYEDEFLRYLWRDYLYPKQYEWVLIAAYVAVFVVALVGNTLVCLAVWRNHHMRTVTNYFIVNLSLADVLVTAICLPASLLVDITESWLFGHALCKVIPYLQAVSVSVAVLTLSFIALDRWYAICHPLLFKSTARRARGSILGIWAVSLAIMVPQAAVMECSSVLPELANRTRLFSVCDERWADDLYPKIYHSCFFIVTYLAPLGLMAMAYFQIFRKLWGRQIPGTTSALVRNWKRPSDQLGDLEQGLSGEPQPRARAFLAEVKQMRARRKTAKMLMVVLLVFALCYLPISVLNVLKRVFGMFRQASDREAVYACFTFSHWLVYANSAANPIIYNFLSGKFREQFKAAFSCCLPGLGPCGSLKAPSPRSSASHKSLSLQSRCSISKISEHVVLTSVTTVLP
* marks the source's active call; other numbers are inactive results; x = no result given.

Every second line gives: STK33 inh	OX1R antag
COC(=O)[C@@]1(Cc2ccccc2)[C@H]2C(=O)N(C)C(=O)[C@H]2[C@H]2CN=C(SCc3ccc(C)cc3)N21
    x	17
Cc1ccccc1Nc1nc(N)nc(COC(=O)c2ccc([N+](=O)[O-])o2)n1
    0.5	17
Cc1ccc(C(=O)N2CCCCC2)cc1S(=O)(=O)N1CCCC1
    -2.9	12
c1ccc(C(c2nnnn2Cc2ccco2)N2CCN(C3CCCC3)CC2)cc1 (stereo unspecified)
    -1.0	9
CC1CCN(c2c(NCC3CCC(C(=O)Nc4ccccn4)CC3)c(=O)c2=O)CC1 (stereo unspecified)
    -0.1	17
CS(=O)(=O)N1CC(C(=O)NC2CCCC2)Oc2ccc(Cl)cc21 (stereo unspecified)
    -4.2	16
Cc1cccc(NC(=S)N2CCN(S(=O)(=O)c3ccccc3)CC2)c1
    -1.1	x
O=C(Nc1cc(S(=O)(=O)N2CCCC2)ccc1Cl)c1cc(F)c(F)c(F)c1F
    -1.6	6
COc1ccc(-c2nc3ccccc3o2)cc1NC(=O)c1ccc(Br)o1
    0.4	16
CC(C)(C)c1cc(C(=O)NNc2cc(C(F)(F)F)ccc2Cl)n(Cc2ccccc2)n1
    2.6	45*
Cc1ccc(-c2n[nH]c(S(C)(=O)=O)c2C#N)cc1
    -1.3	12
COc1ccc(C(=O)Nc2cccc(C(=O)NCc3ccco3)c2)cc1
    0.3	30
CCCCCCNC(=O)CCNS(=O)(=O)c1ccc(C)cc1
    -0.4	13
CSCC[C@H](NC(=O)OC(C)(C)C)C(=O)N1CCC(C(=O)N[C@@H](C)C(=O)O)CC1
    x	2
CCOC(=O)C1C(=O)CC(C)(O)C(C(=O)OCC)C1c1cccs1 (stereo unspecified)
    -1.6	-3
Cc1cc(C(=O)NN=C2CC(=O)CC(C)(C)C2)c(C)o1
    x	3
O=C1CCC(C(=O)NC2(C(=O)NC3CCCCC3)CCCCC2)N1 (stereo unspecified)
    -0.8	28
O=C(C1CCCN(S(=O)(=O)c2cccnc2)C1)N1CCN(c2ccccn2)CC1 (stereo unspecified)
    -1.2	10
CCCC(=O)Nc1cc2c(cc1C(C)=O)OCCO2
    -0.9	16
O=S(=O)(c1ccc2ccccc2c1)N1CCCCCC1
    -0.8	4
Cc1cccc(C)c1Nc1c(-c2ccc(N3CCOCC3)cc2)nc2ncccn12
    0.1	0
Cc1ccc(-n2nc3c(c2NC(=O)c2ccc4c(c2)OCO4)CS(=O)(=O)C3)cc1
    -0.8	-1
CCCOc1c(Cl)cc(/C=N/O)cc1OCC
    1.0	10
NC(=O)c1nnn(-c2ccc([N+](=O)[O-])cc2)c1-c1ccccc1
    -2.5	44*
COc1ccc(-c2n[nH]c(C)c2-c2ccc(Cl)cc2)c(O)c1
    2.1	21
COc1ccc(-c2noc(CCC(=O)N3CCN(c4ccc(Br)cc4)CC3)n2)cc1
    x	4
COc1ccc(OC)c(NC(=O)CSc2nc3ccccc3c(=O)n2CCNC(C)=O)c1
    7.0	16
N#Cc1cccc(NC(=O)CN2C(=O)NC3(CCCCCC3)C2=O)c1
    -1.6	1
COC(=O)c1ccccc1NC1=C/C(=N\S(=O)(=O)c2ccc(C(=O)O)cc2)c2ccccc2C1=O
    10	40
O=C(CN1CCN(c2ccccc2O)CC1)Nc1ccccc1C(=O)NCCc1ccccc1
    1.4	19
CC(C)(C)C1(O)CC(C(F)(F)F)=NN1C(=O)CCCc1ccccc1 (stereo unspecified)
    -0.2	10
COc1cc2c3c(c1)c(C1=NC(=S)NC1=O)c(O)n3C(C)(C)C=C2C
    -1.7	13
COc1ccc(Oc2ccc(N/C=C3/CCCC3=O)cc2)cc1
    x	13
CC(=O)NCCn1c(SCC(=O)Nc2ccc(C)cc2)nc2ccccc2c1=O
    -0.8	21
COc1cccc(-c2nc(CS(=O)(=O)CC(=O)Nc3ccccc3Br)c(C)o2)c1
    -2.2	38
Cc1ccc(OCCOC(=O)C2CCN(S(=O)(=O)c3ccc(C)c(C)c3)CC2)cc1
    0.5	16
CC(C)(C)NC(=O)CSc1nc(O)cc(=O)n1-c1ccccc1
    -1.2	6
O=C(COC(=O)c1cccc(C(F)(F)F)c1)NCc1ccc(Cl)cc1
    -0.8	12
CCc1ccc(NC(=O)c2cc(C)nn2-c2ccccc2)cc1
    -2.2	10
COc1cccc(N2C(=O)N(c3ccccc3)C3CS(=O)(=O)CC32)c1 (stereo unspecified)
    -0.5	4
NCCOc1ccccc1OCCN
    -0.5	5
O=C(COC(=O)CNS(=O)(=O)c1ccccc1)Nc1ncc(Cl)cc1Cl
    -2.9	7
CN1OC2C(=O)N(c3ccccc3)C(=O)C2C1c1ccc(F)cc1 (stereo unspecified)
    4.1	2
Cc1ccc(Cn2nnc3c(=O)[nH]c(C4CCN(C(=O)c5cccs5)CC4)nc32)cc1
    4.1	2
NC(=O)CC[C@H](NC(=O)OCc1ccccc1)C(=O)OCc1ccc(Cl)cc1
    -0.3	15
Cc1ccc(N2C(=O)c3ccccc3NC2(C(=O)O)c2ccccc2)cc1Cl (stereo unspecified)
    -1.1	10
C/C=C/C(=O)OCC(=O)Nc1nc2ccc(C)cc2s1
    -4.0	9
CCOC(=O)CN1CC23C=CC(O2)C(C(=O)Nc2ccc(OC)cc2OC)C3C1=O (stereo unspecified)
    1.2	11
CCOc1ccc2cc(C#N)c(SCC(=O)NC(C)CC)nc2c1 (stereo unspecified)
    -0.5	13
COc1ccc(S(=O)(=O)NC(C)C)cc1-n1cnnn1
    -0.7	1
COc1ccc2[nH]c3c(=O)n(CCCCC(=O)N4CCCC4)c(=S)[nH]c3c2c1
    -0.9	6
COc1ccc(OCc2cc(C(=O)N3CCSCC3)no2)c(Cl)c1
    -2.9	17
Cn1c(=O)c2c(nc(N3CCOCC3)n2CC(=O)C23CC4CC(CC(C4)C2)C3)n(C)c1=O
    -1.5	14
Cc1nc(SCC(=O)NC(=O)NCc2ccco2)nc(C)c1C
    -2.5	5
Cc1ccccc1NCc1nc2ccccc2n1C
    0.0	4
COC(C(=O)N/N=C/c1ccc(OCC(=O)N2CCOCC2)cc1)c1ccccc1 (stereo unspecified)
    -1.2	18
O=c1oc(-c2cccc([N+](=O)[O-])c2)nc2ccccc12
    -0.4	17
CCOC(=O)C1(CC2CCCCO2)CCN(Cc2cc(F)ccc2-n2cccn2)CC1 (stereo unspecified)
    -1.2	7
CC1(C)Cc2c(sc(NC(=O)C(=O)NCC3CCCO3)c2C(=O)O)CO1 (stereo unspecified)
    1.9	3
CCN(CC(=O)Nc1ccc(NC(C)=O)cc1)C(=O)c1ccc(COc2ccccc2)o1
    -1.5	2

5 of these compounds in a different format.
| STK33 inh | OX1R antag | mol |
| --- | --- | --- |
| -0.7 | 1 | COc1ccc(S(=O)(=O)NC(C)C)cc1-n1cnnn1 |
| -1.1 | 10 | Cc1ccc(N2C(=O)c3ccccc3NC2(C(=O)O)c2ccccc2)cc1Cl (stereo unspecified) |
| 4.1 | 2 | Cc1ccc(Cn2nnc3c(=O)[nH]c(C4CCN(C(=O)c5cccs5)CC4)nc32)cc1 |
| -1.5 | 2 | CCN(CC(=O)Nc1ccc(NC(C)=O)cc1)C(=O)c1ccc(COc2ccccc2)o1 |
| -2.9 | 17 | COc1ccc(OCc2cc(C(=O)N3CCSCC3)no2)c(Cl)c1 |

Additional structures:
Every second line gives: STK33 inh	OX1R antag
COc1ccc(C(=O)NCc2nnc(SCC(=O)Nc3cccc(F)c3)o2)cc1
    -2.6	8
O=C(Nc1cccs1)Nc1ccccc1Br
    -1.0	9
CC(=O)N1c2ccc(S(=O)(=O)NCCC(=O)Nc3ccc(F)cc3C)cc2CC1C (stereo unspecified)
    3.2	13
Cc1cc(C)n2nc3nc(N4CCCC4)nc(-c4ccccc4)c3c2n1
    -1.1	19
C=C(C)C(=O)Nc1nnc(-c2cccs2)s1
    -2.0	13
CCCOc1ccc(-c2c(C(=O)N/N=C/C3CC=CCC3)nnn2-c2nonc2N)cc1 (stereo unspecified)
    -0.2	21
CC1=C(C(=O)OCc2ccccc2)C(c2ccsc2)NC(=O)N1C (stereo unspecified)
    0.3	10
C=C(C)C1CC=C(C)/C(=N\NC(=O)CNc2cccc3ccccc23)C1 (stereo unspecified)
    1.0	13
Cc1ccccc1NC(=O)c1cccc(S(=O)(=O)N2CCOCC2)c1
    -1.3	6
CCc1nn(-c2ccccc2)c(N)c1-c1ccc(OC)c(OC)c1
    -1.0	19
CCn1c(SCC(=O)O)nnc1C1CCCCC1
    -0.5	-2
c1ccc2c(Nc3nnc(-c4ccncc4)s3)cccc2c1
    3.8	42
CCOc1ccccc1NC(=O)CSc1nc(=O)n(CCCN2CCOCC2)c2c1CCC2
    -0.1	22
COc1cccc(-c2c(C(=O)N/N=C/c3ccco3)nnn2-c2nonc2N)c1
    0.5	18
COC(=O)c1c(CSc2ccc(Cl)cc2)noc1C(=O)NCc1ccco1
    -2.5	15
COCCn1c(=NC(=O)/C=C/c2cccs2)sc2cc(NC(C)=O)ccc21
    -0.5	7
O=C(/C=C/c1ccco1)N1CCN(S(=O)(=O)/C=C/c2ccccc2)CC1
    -1.0	29
CCCn1c2c(c(O)c(C(=O)Nc3ncccc3O)c1=O)CCCC2
    0.7	11
O=C(NCc1ccco1)c1ccc(COCC(F)(F)F)cc1
    -0.3	22
CCC(=O)Nc1cc(C(F)(F)F)ccc1N1CCOCC1
    -1.6	19
Cc1ccc(C(=O)NC(=S)Nc2ccc(NC(=O)c3cccc(Cl)c3)cc2)cc1
    -2.1	6
Oc1ccc(-c2n[nH]c(=S)n2-c2ccc3c(c2)OCCO3)cc1
    3.8	13
CCC(C)N=Cc1c(Nc2ccccc2)nc2c(C)cccn2c1=O (stereo unspecified)
    0.7	13
O=C(Nc1cccc(O)c1)N1CCOCC1
    -1.1	14
Cc1ccc(-c2noc(CCCC(=O)N3CCOCC3)n2)cc1
    -0.4	19
O=C1OCCN1C(=O)[C@H]1[C@H](c2ccc(Cl)cc2)C(c2cccc(Cl)c2)=NN1c1ccccc1
    -1.5	21
Cc1cc(SCC(=O)N(C)c2c(N)n(Cc3ccccc3)c(=O)[nH]c2=O)nc2ccccc12
    -1.2	13
O=C(/C=C/c1cc[n+](CC(=O)c2ccc3cccc4c3c2CC4)cc1)c1ccc2cccc3c2c1CC3
    -0.1	20
O=C(COC(=O)CSCC(=O)N1CCCCC1)NCc1ccc(F)cc1
    -1.4	15
O=C(O)CCCCCn1c(SCC(=O)N2CCCC2)nc2ccsc2c1=O
    0.8	11
COCc1ccc(C(=O)N2CCCC(Nc3ccc(C(C)C)cc3)C2)o1 (stereo unspecified)
    -3.0	19
Cc1ccccc1C(=O)Nc1ccc2nc3n(c(=O)c2c1)CCCC3
    -6.7	6
O=C(Nc1ccc2c(c1)C(=O)OC2)c1ccccc1Cl
    1.1	8
CCOc1cccc2sc(N(CCN(C)C)C(=O)c3cc4ccccc4cc3OC)nc12
    0.8	13
Cc1ccc(NS(=O)(=O)c2ccc3c(c2)oc(=O)n3C)cc1
    -0.2	x
CCCC(=O)NCCCc1nc2ccccc2[nH]1
    -0.3	-5
COc1ccc(S(=O)(=O)NC(C)C)cc1C(=O)NC1CCCCC1
    -3.2	16
c1ccc(C(c2nnnn2C2CCCC2)N2CCCCCC2)nc1 (stereo unspecified)
    -1.0	13
O=C(CSc1n[nH]c(-c2ccccc2)n1)Nc1ncc(Br)cc1Br
    0.4	25
Nc1nccc(/C=C/c2c(F)cccc2Cl)n1
    0.5	28
CC(=O)N1CCN(c2ccccc2NC(=O)c2cccc3c(Cl)cccc23)CC1
    -0.8	x
Cc1ccc(NC(=O)[C@H](NC(=O)[C@@H]2Cc3ccccc3CN2)c2ccccc2)cc1
    -2.1	15
CC(C(=O)Nc1cccnc1)N1C(=O)C2C3C=CC(C3)C2C1=O (stereo unspecified)
    -1.5	13
COc1ccc(NC(=O)C(C)Sc2nnc(C3CC3)n2C2CC2)cc1 (stereo unspecified)
    -0.5	8
CCCCCCN=C(C)c1ccccc1O
    -0.5	7
CN(C)CCC#CC(O)(c1ccccc1)c1ccccc1
    -1.3	6
CCOC(=O)c1c(NC(=O)c2ccoc2C)sc2c1CCC2
    -0.3	17
COc1cc(Br)c(C(C)NC(=O)c2ccc(C)cc2)cc1OC (stereo unspecified)
    -1.4	10
CSc1nc2c(ccc3ccccc32)o1
    -1.4	10
COc1ccc(S(=O)(=O)N2CCOCC2)c(Cl)c1Cl
    0.5	-4
O=C(c1ccc(CSc2ccc(Cl)cc2)cc1)N1CCOCC1
    0.1	14
C#CCOCCOCCOCCNc1nc(N2CCN(C(=O)CCCCCCCCCCNC(=O)[C@H](CCCCN)n3cc(C[C@@H](C)CC)nn3)CC2)nc(N2CCN(C(=O)CCCCCCCCCCNC(=O)[C@@H]([C@H](C)O)n3cc(C)nn3)CC2)n1
    9.4	-12
O=c1c2ccccc2nc(/C=C/c2ccc([N+](=O)[O-])cc2)n1CCCO
    0.5	22
O=C(O)CCN1C(=O)/C(=C\c2ccc(-c3nc4ccccc4s3)o2)SC1=S
    -2.3	4
CC(=O)C1C(c2ccc(C)cc2)c2c(n[nH]c2C)CC1(C)O (stereo unspecified)
    -1.0	1
CCCCn1c(N)c(N(CCOC)C(=O)c2ccc(Br)s2)c(=O)[nH]c1=O
    -1.0	10
O=C(O)COc1ccccc1/C=N/NC(=O)CSc1nnc(SCc2ccc(Cl)cc2)s1
    -0.9	25
CCc1cccc(C)c1NC(=O)C1C2CCC(O2)C1C(=O)O (stereo unspecified)
    7.8	23
Cc1oc(-c2ccccc2F)nc1CS(=O)CC(=O)NCc1ccc(Cl)cc1 (stereo unspecified)
    -0.2	7
COc1ccc(/C=N/n2cnnc2)cc1Br
    -0.4	34
COc1ccc(C(=O)NCC(=O)OCc2ccccc2F)cc1
    -1.9	16
